# Insulin prom inh: TRM-6 insulin promoter activity inhibition; TRM-6 cells (human fetal islet line), insulin promoter-eGFP reporter, imaging; reporter expression induced with tamoxifen; actives 0.9% (n = 130,000); inhibition, % at 2 µM;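 active means inhibition above the mean plus 3 SD, with well images judged a real hit on visual review, cut at about 60% in these data, passing the limit was not always enough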
# SDO1 yeast rescue: compounds rescuing growth of sdo1-depleted yeast, bone marrow failure model; S. cerevisiae sdo1-depleted JHY4D growth rescue, OD600 30 h; stronger effect = higher value; pdr5 snq2 efflux-pump mutant strain; z-score at 10 µM; actives 0.21% (n = 140,000);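 active means z-score above 3 at both the 24 hr and the 30 hr optical density reads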;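 further: z-score against mean and SD of all compound wells on the same plate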
# SDO1 yeast rescue Rescue 24 h: also measured in SDO1 yeast rescue; calls as there; z-score; S. cerevisiae sdo1-depleted JHY4D growth rescue, OD600; measured here: growth rescue at 24 h;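 0 is the plate mean of compound wells and units are plate SD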
# * marks the source's active call; other numbers are inactive results; . = not tested or not shown.
# Values in the order – SDO1 yeast rescue	Insulin prom inh	SDO1 yeast rescue Rescue 24 h
1: COc1ccc(O[C@H]2C=C[C@@H](c3ccccc3)O[C@@H]2COC(=O)CC/C(C)=N/O[C@@H](C)c2cn([C@H](CO)Cc3ccccc3)nn2)cc1
  0.43	-86	1.1
2: NS(=O)(=O)c1ccc(CCNC(=O)C2CCC(Cn3c(=S)[nH]c4ccccc4c3=O)CC2)cc1 (stereo not given)
  .	27	.
3: CCN(CC)c1nc(Nc2ccccc2)nc(Oc2ccc(=O)[nH]n2)n1
  -0.2	38	-0.84
4: CCOc1ccc(C(=O)N2CCN=C2SC)cc1OCC
  0.48	.	0.71
5: O=C(c1cc(-c2ccco2)on1)N1CCN(C(c2ccccc2)c2ccccc2)CC1
  -1.5	.	0.04
6: COc1ccc(OCC(=O)N/N=C/c2ccsc2)cc1
  0.32	.	-0.17
7: ClC(=C\c1ccccc1)/C=N/N1CCN(c2ccccn2)CC1
  -1.3	15	-0.74
8: Oc1c(CN2CCc3ccccc3C2)cc(Cl)c2cccnc12
  -2.1	.	-1.4
9: CN1CCN(C(=O)/C(=C\c2ccc3c(c2)OCO3)NC(=O)c2cccs2)CC1
  .	8	.
10: CCCNC(=O)c1ccc(CN2CCc3ccccc3C2)cc1
  0.57	-39	-0.11
11: CC1(c2ccc(Cl)cc2Cl)OCC(Cn2ccnc2)O1 (stereo not given)
  0.4	18	0.07
12: COc1ccc(N2CC(C(=O)OC(C)C(=O)c3ccccc3)CC2=O)cc1 (stereo not given)
  .	7	.
13: CCOC(=O)C(=CNCC(=O)OC)C(=O)OCC
  0.8	-10	0.14
14: CCOc1ccc(-n2c(Cc3cc(=O)[nH]c(=O)[nH]3)nnc2SCC(=O)NC2CCCC2)cc1
  1.4	.	1.4
15: Cc1ccc(NC(=S)N(Cc2cccs2)Cc2cc3cc(C)ccc3[nH]c2=O)cc1
  -0.97	-23	-0.32
16: O=C(Cc1ccccc1)n1nc(-c2ccccc2)nc1NCc1ccco1
  -0.57	.	-0.83
17: Cc1ccc(C(C[N+](=O)[O-])n2nc(C)cc2C)cc1 (stereo not given)
  -2.5	18	-1.5
18: CC1CN(C(=O)COC(=O)c2ccc(N(C)C)cc2)CC(C)O1 (stereo not given)
  .	-35	.
19: O=C(Nc1ccccc1N1CCOCC1)c1ccc(S(=O)(=O)NCc2ccco2)cc1
  .	-92	.
20: CCOC(=O)c1c(CN(C)C)n(-c2ccc(C)cc2)c2cc(Br)c(O)cc12
  -1.6	54	-1.7
21: O=C(c1cccc2c1-c1ccccc1/C2=N/O)N1CCCCC1
  -0.5	-13	-0.78
22: COC(=O)c1sc2nc(SCc3cccc(F)c3)n(N)c(=O)c2c1C
  -0.25	-32	1.6
23: Cc1cc(C)nc(N2CCCC(C(=O)Nc3nc4ccc(S(C)(=O)=O)cc4s3)C2)n1 (stereo not given)
  -0.97	22	-0.46
24: COc1ccc(C2=NNC(c3cccs3)=Nc3ccc(OC)cc32)cc1
  -1.8	56	-0.25
25: c1ccc(Cn2ccnc2-c2ccco2)cc1
  0.5	.	0.31
26: CC(C)C(=O)NC(C)C(c1cccs1)N1CCN(c2ccccc2)CC1 (stereo not given)
  -1.5	-50	-2.3
27: Nc1nc(-c2cccc(F)c2)cs1
  .	50	.
28: CC(=O)Nc1cccc(NC(=O)Nc2ccc(C(C)=O)cc2)c1
  0.48	6	0.39
29: CC(C)(C)C(=O)Nc1cc(NC(=O)C(C)(C)C)cc(C(=O)Nc2cc(C(=O)O)cc(C(=O)O)c2)c1
  1.6	26	1.2
30: C/C(=N/NC(=O)c1cccs1)c1ccc(NC(=O)COc2ccc(Cl)cc2)cc1
  0.03	-29	0.39
31: Cc1ccccc1C(C(=O)NCc1ccccc1)N(Cc1ccco1)C(=O)c1ccccn1 (stereo not given)
  -0.24	-17	0
32: CCNC(=O)C1CCCN1S(=O)(=O)c1ccc(C)cc1 (stereo not given)
  1	-38	0.19
33: Cc1cc(=O)oc(C)c1C(=O)NCc1ccco1
  0.65	9	0.43
34: NC(=O)CCN1CCN(CCOC2Cc3cc(Cl)ccc3Sc3ccccc32)CC1 (stereo not given)
  -1.4	-31	-0.68
35: CC(C)(C)OC(=O)N1CCC(C(=O)N[C@H](Cc2ccccc2)C(=O)O)CC1
  -0.29	-27	-0.77
36: CC1CCC(C(=O)NC(C(=O)N2CCC(N3CCCCC3)CC2)C(C)C)CC1 (stereo not given)
  1.4	0	1.5
37: CCOc1ccc2nc(SCC(=O)N3CCCc4ccccc43)sc2c1
  -1.3	3	-1.4
38: COc1ccccc1/C=N/NC(=O)c1[nH]c(C)c(C(=O)N/N=C/c2ccccc2OC)c1C
  1.9	.	1.9
39: Oc1c(C=Nc2cccnc2)sc2ccccc12
  0.96	57	0
40: COc1ccccc1CNS(=O)(=O)c1ccc2[nH]cc(C(=O)O)c(=O)c2c1
  -0.06	-21	-0.63
41: CC12CCC(C(=O)NCCc3ccccc3)(OC1=O)C2(C)C (stereo not given)
  .	-41	.
42: O=C(Cc1cccs1)Nc1nc2c(s1)CCCC2
  -0.89	42	-1.1
43: CNC(=O)c1cccnc1Nc1cccc(C(F)(F)F)c1
  -0.07	.	-1
44: CCCC1/C(=N/O)CC(c2ccccc2)NC1c1ccccc1 (stereo not given)
  .	-50	.
45: Cc1sc(NC(=O)/C=C/c2ccc3c(c2)OCO3)nc1-c1ccccc1
  0.05	.	-0.21
46: CCOC(=O)c1c(NC(=O)CCC(=O)O)sc2c1CCCCC2
  -0.97	0	-0.45
47: COc1cccc(/C=C/C(=O)c2ccc(NS(=O)(=O)c3ccc(C)cc3)cc2)c1
  0.08	.	0.37
48: O=C(c1ccc2c(c1)OCO2)N1CCN(c2ccccc2F)CC1
  0.31	66	-0.04
49: CCn1c(SCC(=O)c2ccc3c(c2)Cc2ccccc2-3)nnc1-c1ccc(N)cc1
  -1.7	46	-0.1
50: Cc1ccc(C2C(C#N)=C(N)Oc3n[nH]c(C)c32)cc1 (stereo not given)
  0.16	.	-0.05
51: CC(C)(C)c1ccc(OCC(=O)N(c2ccccn2)C2CCCCC2)cc1
  -0.98	0	-0.92
52: Nc1nc2ccc([N+](=O)[O-])c(N)c2s1
  0.63	-39	-0.19
53: Nc1ccc2oc(-c3cccc(Br)c3)nc2c1
  -1.4	.	-1.2
54: CCc1cc2cc(C(=O)Nc3ccc(C)cc3)sc2s1
  -0.36	-156	0.13
55: N#Cc1c(N)nc2c(c1-c1ccccc1)CCCC2
  -0.37	19	-0.05
56: CCOc1ccc2oc(-c3ccccc3)c(C(=O)N(C)C)c2c1
  -1	64	-0.91
57: CCN(CC)C(=O)CSCC(=O)Nc1ccccc1
  1.6	-38	2.4
58: COC(=O)c1ccccc1Sc1c(/C=N/OC(=O)c2ccccc2)c(C(F)(F)F)nn1C
  -0.26	32	-0.9
59: O=C(CN1CCN(Cc2ccccc2Cl)CC1)N/N=C/C=C/c1ccccc1[N+](=O)[O-]
  1.1	3	0.66
60: COc1ccc(NC(=O)CCCn2c(=O)c3sccc3n(Cc3ccccc3C)c2=O)cc1
  -0.38	-60	0.07

# The closing six compounds of the section above open the next one.
# Values in the order – SDO1 yeast rescue	Insulin prom inh	SDO1 yeast rescue Rescue 24 h
55: N#Cc1c(N)nc2c(c1-c1ccccc1)CCCC2
  -0.37	19	-0.05
56: CCOc1ccc2oc(-c3ccccc3)c(C(=O)N(C)C)c2c1
  -1	64	-0.91
57: CCN(CC)C(=O)CSCC(=O)Nc1ccccc1
  1.6	-38	2.4
58: COC(=O)c1ccccc1Sc1c(/C=N/OC(=O)c2ccccc2)c(C(F)(F)F)nn1C
  -0.26	32	-0.9
59: O=C(CN1CCN(Cc2ccccc2Cl)CC1)N/N=C/C=C/c1ccccc1[N+](=O)[O-]
  1.1	3	0.66
60: COc1ccc(NC(=O)CCCn2c(=O)c3sccc3n(Cc3ccccc3C)c2=O)cc1
  -0.38	-60	0.07
61: C/C(=N/NC(=O)c1cnccn1)c1cccs1
  1.6	40	0.89
62: CN(c1ccccc1C(=O)N1CCOCC1)S(C)(=O)=O
  -0.18	38	-0.58
63: COc1ccccc1OCC(=O)N/N=C1/SCC(=O)N1Cc1ccccc1
  -0.71	21	-0.6
64: CSCC[C@H](NC(=O)OCc1ccccc1)C(=O)O
  0	-25	-0.45
65: CCOc1ccc(C(=O)N/N=C/c2ccc(SC)cc2)cc1
  1.4	50	2.3
66: COCCn1nnnc1C(C(C)C)N1CCOCC1 (stereo not given)
  0.83	45	0.21
67: C/C=C/c1ccc(OCCCNC(C)CC)c(OC)c1 (stereo not given)
  -0.52	-13	-0.66
68: CC(=O)c1sc(NC(=O)COc2ccc(C)c(C)c2)nc1C
  0.45	.	1.8
69: Cc1ccc(S(=O)(=O)N[C@H](C(=O)OCC(=O)NC(=O)Nc2ccc3c(c2)OCCO3)C(C)C)cc1
  0.67	.	0.37
70: CCOc1cc(C2C(C#N)=C(N)Oc3n[nH]c(-c4ccccc4)c32)ccc1O (stereo not given)
  -1	12	-1.8
71: Cc1cc2c(C)ccc(C)c2nc1SCC(=O)c1cccs1
  -0.96	-28	-0.16
72: Cc1nn(-c2cccc(Cl)c2)c2nc(-c3ccco3)cc(C(=O)O)c12
  1.1	38	1
73: CC(C)[C@H](NC(=O)Nc1cccc(Br)c1)C(=O)O
  0.14	31	-0.65
74: COc1ccc(C(=O)NN2CCCCC2)cc1OC
  0.38	-11	-0.11
75: COc1ccc(N2CCN(C(=O)CCCn3c(=S)[nH]c4cc5c(cc4c3=O)OCO5)CC2)cc1
  -0.74	29	-0.56
76: COc1ccc([N+](=O)[O-])cc1/C=N/NC(=O)c1nonc1N
  .	-20	.
77: COc1ccc(CCN2C(=O)CC(C(N)=O)SC2=Nc2ccccc2)cc1OC (stereo not given)
  0.16	-75	-0.36
78: O=c1c2sccc2nc(SCc2cc(=O)n3ccccc3n2)n1-c1ccc(Br)cc1
  -0.28	-12	0.04
79: CCOc1ccc(NC(=O)C2CC(=O)NC(N3CCc4ccccc43)=N2)cc1 (stereo not given)
  0.54	8	0.21
80: CCN1C(=O)CC(N2CCN(CC(=O)NC(C)C)CC2)C1=O (stereo not given)
  0.77	-36	-0.12
81: CC1CC(C)(C)NC(=S)N1CCC(=O)NCc1ccc(Cl)cc1 (stereo not given)
  .	-73	.
82: Cc1cccn2c(=O)c3cc(C(=O)NCC4CCCO4)c(=N)n(Cc4cccnc4)c3nc12 (stereo not given)
  0.36	4	0.01
83: O=[N+]([O-])C(=C1SCCS1)C(=C(Cl)Cl)N1CCCCC1
  .	-81	.
84: O=C(Nc1ccc(-c2nc3cccnc3s2)cc1)c1ccc(Br)o1
  -1.9	.	0.29
85: O=C(CN1CCN(S(=O)(=O)c2ccc3ccccc3c2)CC1)N1CCc2ccccc2C1
  -0.93	0	-0.72
86: Cc1noc(C)c1COC(=O)CCCOc1ccc(Cl)cc1Cl
  -0.7	12	-0.49
87: O=C(Nc1cccc(C(F)(F)F)c1)c1ccc(Cn2cc(Br)cn2)o1
  -2.2	-29	-1.1
88: COc1cccc(-n2ccnc2SCC(=O)Nc2cc(OC)ccc2OC)c1
  -0.97	-50	-0.76
89: Cc1ccc2cc(CCNC(=O)c3ccc(Br)o3)c(=O)[nH]c2c1
  -1.6	-127	-0.47
90: COc1ccc(-c2csc(N3C(=O)C4C5c6ccccc6C(c6ccccc65)[C@@H]4C3=O)n2)cc1 (stereo not given in full)
  0.51	-40	0.39
91: COC(=O)c1c(N2C(=O)Nc3ccccc3N2O)sc2c1CCCC2
  0.63	69*	-0.52
92: COc1ccc(-n2c(C)csc2=S)cc1
  -0.32	38	-1.4
93: COc1ccc(C2C(=O)N(C3CCCCC3)CC(=O)N2CCc2ccccc2)cc1OC (stereo not given)
  0.71	.	1.1
94: Cc1ccc(-n2nnnc2SCn2nnc3ccccc3c2=O)cc1
  -0.53	3	0.1
95: Cc1cc2cc(CNC(=O)c3cccc([N+](=O)[O-])c3)ccc2[nH]1
  0.04	2	-1.3
96: COCCn1nnnc1C(c1cccs1)N1CCN(c2ccccc2)CC1 (stereo not given)
  0.58	.	1.1
97: CCCc1nc2oc3c(OC)ncnc3c2c2c1COC(C)(C)C2
  -1	-19	-1.3
98: Cc1ccn2cc(CCNC(=O)CC(C)(C)C)nc2c1
  1.1	28	0.8
99: CC(=O)OC(C(=O)NCS(=O)(=O)c1ccc(C)cc1)c1cccnc1 (stereo not given)
  0.39	24	0.51
100: CCOc1ccc(N2C(=O)CS/C2=C(\C(Cl)=C(Cl)Cl)[N+](=O)[O-])cc1
  -0.33	-84	-0.6
101: CCn1c(-c2cccn(Cc3ccccc3)c2=O)n[nH]c1=S
  .	0	.
102: NS(=O)(=O)c1ccc(CCNC(=O)NC23CC4CC(CC(C4)C2)C3)cc1
  .	35	.
103: Cc1sc2nc(SCc3nnc(-c4cccs4)o3)n(C3CCCC3)c(=O)c2c1C
  -0.28	.	-0.05
104: CSc1cccc(NC(=S)N(CCN(C)C)C(C)c2ccccn2)c1 (stereo not given)
  .	-57	.
105: CCn1c(C)cc(C)c(C#N)c1=O
  .	-80	.
106: Cc1cc2c(c(=O)o1)C1(C(=O)N(C)c3ccccc31)C(C#N)=C(N)O2 (stereo not given)
  1.2	-6	1.2
107: Cc1nn(C)cc1C1C(C#N)=C(N)N(c2cccnc2)C2=C1C(=O)CCC2 (stereo not given)
  0.58	.	0.35

# Given screen by screen: part of the list above
107. Cc1nn(C)cc1C1C(C#N)=C(N)N(c2cccnc2)C2=C1C(=O)CCC2 (stereo not given)
102. NS(=O)(=O)c1ccc(CCNC(=O)NC23CC4CC(CC(C4)C2)C3)cc1
101. CCn1c(-c2cccn(Cc3ccccc3)c2=O)n[nH]c1=S

compound no. | 107 | 102 | 101
SDO1 yeast rescue | 0.58 | . | .
Insulin prom inh | . | 35 | 0
SDO1 yeast rescue Rescue 24 h | 0.35 | . | .

# Some of the compounds tested (hit frequency here may not be typical).
